PriA SSB inh: inhibitors of Klebsiella pneumoniae PriA binding to SSB C-terminal tail. AlphaScreen SSBct-PriA binding, biotinylated peptide. inhibition, % at 33 µM. hit rate 0.6% among 430,000. AID 1272365; in the data active = inhibition mostly above about 37%, no sharp cut-off; inactive = mostly below about 20%;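 note: plate controls were negative control peptide for no effect and reference peptide for full effect; strong numbers were not always called active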
An asterisk follows results filed as active; & = joins results of further samples. Not all compounds are listed. The share of hits here may be higher or lower than overall.

nr | mol | PriA SSB inh
1 | O=C(CSC1CCCC1)Nc1ccc2c(c1)CCCN2C(=O)c1ccccc1 | -11
2 | CCc1ccc(-c2cc3c(=O)n(Cc4ccccc4C)ccn3n2)cc1 | -9
3 | C=CCOc1ccc(C(O)=C2C(=O)C(=O)N(CCN(C)C)C2c2cccs2)cc1 (configuration not stated) | -6
4 | CCOc1ccc(/C=N\N(C(=O)c2cc([N+](=O)[O-])cc([N+](=O)[O-])c2)c2nc3ccc(F)cc3s2)cc1 | 2
5 | Nn1c(SCC(=O)Nc2ccc(Cl)c(C(F)(F)F)c2)nnc1-c1ccccn1 | -13
6 | O=C(C1COc2ccccc2O1)N(CCCn1ccnc1)c1nc2ccc(F)cc2s1 (configuration not stated) | 69
7 | O=C(Nc1nnc(SCc2ccc(Br)cc2)s1)c1cc(Cl)cc(Cl)c1 | -9
8 | O=C(CSc1ncccn1)N1CCN(c2ccccc2)CC1 | -1
9 | O=C(CSCc1ccccc1)N1CCC(S(=O)(=O)Cc2ccco2)CC1 | -13
10 | COCC(=O)Nc1ccc2c(c1)N(C(=O)c1cccs1)CC2 | -13
11 | O=C(Nc1cccc(-c2ccc3nnc(-c4cccs4)n3n2)c1)C1CCCCC1 | -7
12 | c1cc2c(cc1C1=NN=C(N3CCNCC3)SC1)OCO2 | 5
13 | CSc1ccc([C@@H](O)CNC(=O)Nc2ccc(F)cc2)cc1 | 1
14 | CCc1nc(SCc2csc(C)n2)c2c3c(sc2n1)CCC3 | -17&8
15 | O=C(NCCOc1ccc(F)cc1)c1ccccc1Cl | -15&-11
16 | O=C(Cc1ccc(F)cc1)NCCn1ncc2c(=O)n(Cc3cccc(Cl)c3)cnc21 | 8
17 | Cc1cc(NC(=O)CN2CCC(c3nnc(C)s3)CC2)no1 | -7
18 | Cc1ccc(C)c(S(=O)(=O)Nc2ccc3c(c2)N(C)C(=O)C(C)(C)CO3)c1 | -22
19 | Cn1cccc1CC(=O)NN=Cc1cccc([N+](=O)[O-])c1 | 0
20 | Cc1[nH]c(=O)n(C)c(=O)c1CCc1nnc(SCc2ccc(Cl)cc2)o1 | -1
21 | O=C(NN=Cc1ccccn1)c1cccc(C(=O)NN=Cc2ccccn2)n1 | -3
22 | Cc1ccc(C(=O)O)c(=O)[nH]1 | 9
23 | O=C(Oc1ccc(Cl)c2cccnc12)c1ccc(F)cc1 | -12
24 | CC(=O)c1ccc(NC(=O)Cn2nc(-c3ccco3)c3sc(N4CCOCC4)nc3c2=O)cc1 | -4
25 | CC(Cl)(Cl)C(=NP(=S)(N1CCOCC1)N1CCOCC1)N1CCOCC1 | -15
26 | Cc1nnc(C2CCN(CC(=O)NCCc3ccccc3)CC2)s1 | -4
27 | CC1=CC(=NOS(=O)(=O)c2ccccc2)C=CC1=O | 9
28 | O=C(Nc1cccc(-c2ccc3nncn3n2)c1)c1cc(-c2cccs2)[nH]n1 | -8
29 | Cc1cnc2n(c1=O)C(CC(=O)NCc1ccccn1)CS2 (configuration not stated) | 1
30 | CSCC[C@](C)(O)CNC(=O)c1ccc(Br)o1 | -10

3 compounds out of the list, arranged by heavy-atom count, rising.
nr | mol | PriA SSB inh
22 | Cc1ccc(C(=O)O)c(=O)[nH]1 | 9
16 | O=C(Cc1ccc(F)cc1)NCCn1ncc2c(=O)n(Cc3cccc(Cl)c3)cnc21 | 8
24 | CC(=O)c1ccc(NC(=O)Cn2nc(-c3ccco3)c3sc(N4CCOCC4)nc3c2=O)cc1 | -4

Along the list, from the results shown:
PriA SSB inh, entries 2–5: -9, -6, 2, -13

Following part
nr | mol | PriA SSB inh
31 | CC(C)c1cc(C(=O)O)c2cc(F)ccc2n1 | -13
32 | O=c1cccnn1CCNS(=O)(=O)CCc1ccccc1 | 3
33 | CS(=O)(=O)c1ccc(NC(=O)c2cc(Cl)sc2Cl)cc1 | 11
34 | COc1ccc(Cl)cc1NS(=O)(=O)c1cc2c3c(c1)CC(=O)N3CCC2 | -10
35 | O=C(c1ccco1)N1CC(Oc2nccs2)C1 | 10
36 | CC1CN(C(=O)c2cc3cccnc3n(Cc3ccc(F)cc3)c2=O)CC(C)O1 (configuration not stated) | 0
37 | CCOc1cc(S(=O)(=O)Nc2ncccc2C)c(OCC)cc1C | -1
38 | CC(=O)Nc1cccc(NC(=O)c2ccc(=O)n(Cc3ccc(F)cc3)n2)c1 | -4
39 | CCOC(=O)c1cccc(NC(=O)Cn2cnc3c(sc4ccccc43)c2=O)c1 | -7
40 | CSc1cccc(C(=O)N2CC(n3cc(COc4ccccc4)nn3)C2)c1 | -18
41 | N#Cc1ccccc1NC(=O)C(=O)NCC[C@H](O)C1CC1 | -19
42 | O=C(Nc1nc2c(s1)CCCC2)c1ccco1 | 16
43 | CN(C)S(=O)(=O)c1ccc(C(=O)OCc2cc(-c3cccs3)on2)cc1 | -1&1
44 | Cc1c(CCC(=O)O)c(C)n2c(nc3ccccc32)c1C#N | 9
45 | CN(CC1Cc2ccccc2CO1)S(=O)(=O)c1ccc(F)c(C(=O)O)c1 (configuration not stated) | -8
46 | C[C@](O)(CNS(=O)(=O)c1ccc2c(c1)OCCCO2)c1cc2ccccc2s1 | 2
47 | O=C(N[C@H]1CCN(c2ccccn2)C1)c1cc(-c2ccccc2)n[nH]1 | 8
48 | Cc1ccc(Cl)cc1NC(=O)CSc1cc(N2CCC(C(=O)NC3CC3)CC2)ncn1 | -4
49 | O=C(O)CC1SC(=NN=Cc2ccc(-c3ccccc3[N+](=O)[O-])o2)NC1=O (configuration not stated) | -2
50 | O=C(NC[C@H](O)C1CCCCC1)C1(c2ccccc2)CCOCC1 | -6
51 | O=C(NN=Cc1cccnc1)c1cc(-c2ccc(Cl)cc2)nc2ccccc12 | -11
52 | O=C(Nc1cc(-n2cncn2)ncn1)c1ccc(N2CCOCC2)cc1 | -9
53 | COc1ccc(-c2cc(=Nc3nc(-c4ccccc4)c(C)s3)c3ccccc3o2)cc1O | -15
54 | Cc1ccc(N2CCCC(C(=O)Nc3nc4ccc(Cl)cc4s3)C2)nn1 (configuration not stated) | 0
55 | O=S(=O)(NCc1ccc2c(c1)OCO2)c1cccc(C(F)(F)F)c1 | -19
56 | CC(C)N1CCC(CNS(=O)(=O)CCc2ccccc2)CC1 | 3
57 | O=C(CSc1cc(N2CCCCC2)ncn1)Nc1ccc(Cl)cc1Cl | -6
58 | Cc1cc(C)c2ccc(Cl)nc2n1 | -10
59 | Cc1ccc(Cl)cc1N1CCN(CC(O)COc2c(F)cc(Br)cc2F)CC1 (configuration not stated) | 25&-12
60 | O=c1cc[nH]c2ccc(F)cc12 | -8

Entries shown so far with a COOH group (five):
nr | mol | PriA SSB inh
22 | Cc1ccc(C(=O)O)c(=O)[nH]1 | 9
31 | CC(C)c1cc(C(=O)O)c2cc(F)ccc2n1 | -13
44 | Cc1c(CCC(=O)O)c(C)n2c(nc3ccccc32)c1C#N | 9
45 | CN(CC1Cc2ccccc2CO1)S(=O)(=O)c1ccc(F)c(C(=O)O)c1 (configuration not stated) | -8
49 | O=C(O)CC1SC(=NN=Cc2ccc(-c3ccccc3[N+](=O)[O-])o2)NC1=O (configuration not stated) | -2

(more compounds)
nr | mol | PriA SSB inh
61 | O=[N+]([O-])c1ccc(NN=C/C=C/c2ccco2)cc1 | 0
62 | Cc1ccc2cc(N=Cc3ccc(O)cc3)ccc2n1 | -1
63 | Cc1nc(-n2nc(C3CC3)cc2NC(=O)[C@@H]2COc3ccccc3O2)[nH]c(=O)c1C | -8
64 | CC(=O)Nc1ccc(SCCCC(=O)Nc2ccc(C(F)(F)F)cc2)nn1 | -3
65 | COc1cccc(NC(=O)NCC(c2ccc3c(c2)CCN3C)N2CCOCC2)c1OC (configuration not stated) | -7
66 | Cc1csc(N=C(N)N)n1 | 24
67 | Cc1cccc(C(=O)Oc2ccc(C=NNC(=O)c3cc(O)cc(O)c3)cc2)c1 | 24
68 | O=C(Nc1cccc(-c2cnc3n2CCC3)c1)c1ccccn1 | 3
69 | O=C(CCCCCn1c(=O)c2sccc2n(CC(=O)Nc2cc(C(F)(F)F)ccc2Cl)c1=O)NCc1ccccc1Cl | -8
70 | COc1cccc(C=NNc2nc(Nc3ccc([N+](=O)[O-])cc3)nc(N3CCCC3)n2)c1O | 21
71 | COc1ccc(-c2c[nH]c(=S)n2Cc2ccccc2)cc1 | 34
72 | OC(COc1ccc2cc(Br)ccc2c1)Cn1cnc2ccccc21 (configuration not stated) | 0
73 | COc1ccc(CCC(=O)NCC(c2ccsc2)N2CCc3ccccc3C2)cc1 (configuration not stated) | -1
74 | COc1ccc(C(=O)NC(=S)Nc2cccnc2Cl)cc1 | -1
75 | COc1ccc(OC)c(S(=O)(=O)NCCOc2cccc(C(F)(F)F)c2)c1 | -3
76 | CCn1nc(C)c(C=NNC(=O)Cn2nccc2C)c1C | 0
77 | O=C(CC1CCCCN1S(=O)(=O)c1ccccc1)NCc1ccc(F)cc1 (configuration not stated) | 16
78 | CC(=NNc1nc2c(s1)CCCC2)c1ccccc1 | 25
79 | CCOc1cc(C(=O)Nc2ccc(Cl)c3ncsc23)cc(OCC)c1OCC | -8
80 | O=S(=O)(Cc1ccccc1)NCCOc1ccc2c(c1)OCO2 | 13
81 | COc1cc2c(cc1OC)CN(C(=O)CCc1c(C)noc1C)CC2 | 2
82 | COc1cccc(C(=O)N2CCN(c3nc4c(Cl)cccc4s3)CC2)c1 | -15
83 | Cc1nc(C)c(CNC(=O)NCc2cccs2)s1 | -4
84 | CCc1c(C)nc(SCc2nc(-c3ccccc3)oc2C)[nH]c1=O | -10
85 | Cc1ccc(Nc2cc(C)nc(N3CCN(C(=O)C(C)Oc4ccccc4)CC3)n2)cc1 (configuration not stated) | -3
86 | COc1cc2c(cc1OC)C(COc1ccc([N+](=O)[O-])cc1)N(C(=O)c1cc([N+](=O)[O-])ccc1Cl)CC2 (configuration not stated) | -1
87 | CC(C)c1cc(=O)n2c(n1)SCC2CC(=O)NCc1c(F)cccc1F (configuration not stated) | -5
88 | O=C(NCCC1=CCCCC1)c1cc2cc(Br)ccc2oc1=O | 7
89 | Cc1ccccc1N1C(=O)C[C@H](N2CCN(c3ccccc3)CC2)C1=O | -18
90 | Cc1cc2cc(CNC(=O)c3cc([N+](=O)[O-])ccc3Cl)ccc2[nH]1 | 13

Next part:
nr | mol | PriA SSB inh
91 | O=C(Nc1ccc2c(c1)OCO2)N1CCC(N2CCCC2=O)CC1 | 4
92 | Cc1nc2sc(C)c(C)n2c(=O)c1NC(=O)CCCc1ccccc1 | 7
93 | O=C(Cc1csc2nc(-c3ccccc3)cn12)NCc1ccccn1 | 4
94 | COc1ccc(S(=O)(=O)Nc2cccc(N3CCCCC3=O)c2)cc1OC | -13
95 | CCOc1ccc(-c2ccc(=O)n(CCNS(=O)(=O)c3ccc(NC(=O)C(C)C)cc3)n2)cc1 | -12
96 | Cc1cc(NC(=O)c2ccc(Cc3ccccc3)cc2)n(C)n1 | -9&2
97 | Cn1cc(NC(=O)Nc2ccc(C(N)=O)cc2)c2ccccc21 | -2
98 | CCOc1ccc(-c2ccc(N3CCN(C(=O)c4cccs4)CC3)nn2)cc1 | -3
99 | Nc1nonc1C(=O)NN=Cc1cccc([N+](=O)[O-])c1 | 8
100 | O=C(Cc1c(F)cccc1Cl)NCC1(c2cccs2)CCCC1 | -5
101 | Cc1cc(C)n(CCN(C(=O)c2ccc(Cl)s2)c2nc3c(F)cc(F)cc3s2)n1 | -15
102 | Cn1c(SCC(=O)Nc2cccc(F)c2)nnc1-c1cccn(C)c1=O | -21
103 | COc1ccc(C(=O)Nc2c(N)nc(SCCO)[nH]c2=O)cc1OC | -5
104 | CCOC(=O)N1CCN(C(=O)CSc2ccc(NC(=O)c3cccs3)nn2)CC1 | -9
105 | Clc1cccc(CSc2ncc(-c3ccccc3)[nH]2)c1 | 15
106 | C=CCN(CC=C)S(=O)(=O)c1ccc(C(=O)Nc2nc(-c3ccc(Oc4ccccc4)cc3)cs2)cc1 | -20
107 | CCOc1ccc(C(=O)CSc2nc3cc(C(=O)NCC(C)C)ccc3c(=O)n2CCOC)cc1 | -8&0
108 | CSc1ncccc1C(=O)N1CCC(CNS(C)(=O)=O)CC1 | -9
109 | O=C(COc1ccc(Cl)cc1Cl)NCc1ccc(C(O)c2ccsc2)s1 (configuration not stated) | -2
110 | CCOC(=O)CNC(=O)CN1C(=O)CC(c2ccc(OC)c(OC)c2)S(=O)(=O)c2ccccc21 (configuration not stated) | -5
111 | Cn1cccc1C(CNC(=O)CCc1ccccc1)N1CCc2ccccc2C1 (configuration not stated) | 9
112 | O=C(c1cc2ccccc2[nH]1)N1CCN(c2nc3c(C(F)(F)F)cccc3s2)CC1 | -27
113 | COc1ccc(CC(=O)Nc2ccc3c(c2)CN(C(=O)c2cccs2)CC3)cc1OC | 2
114 | CC(C)(C)c1ccc(S(=O)(=O)NCc2ccc(C(=O)Nc3ccc(Cl)cc3)cc2)cc1 | -10
115 | CC(CCC(C)C)=NNc1cc(C)c2ccccc2n1 | -7
116 | CN(C)c1ccc(CCCNC(=O)c2c(F)cccc2F)cc1 | -2
117 | O=C(COc1cccc2ccc(N3CCN(C(=O)c4ccco4)CC3)nc12)Nc1cccc(Cl)c1 | 18
118 | CCCCCC1=CCCC1=NNC(=O)c1ccc2c(c1)OCO2 | 10
119 | COc1ccc(NN=C(C(N)=O)C2=NC(C)(C)Cc3ccccc32)cc1 | 78*
120 | Cc1cc(C(=O)N2CCC3(CC2)OC(=O)c2ccccc23)c(C)o1 | 4

(listing goes on)
nr | mol | PriA SSB inh
121 | CSc1cccc(NC(=O)Cc2csc(NC(=O)Nc3ccccc3)n2)c1 | 1
122 | Cc1cc(C(O)CCNC(=O)c2ccc3nsnc3c2)c(C)o1 (configuration not stated) | -22
123 | COc1ccccc1N1CCN(CC(O)COc2ccc(Cl)cc2Cl)CC1 (configuration not stated) | -18
124 | O=c1nc2sc(=Cc3ccc(-c4ccccc4[N+](=O)[O-])o3)c(=O)n2nc1-c1ccccc1 | 4
125 | CC(=O)Nc1ccc(S(=O)(=O)Nc2cccc3ccccc23)cc1 | -4
126 | CN(C)[C@@H](CNC(=O)C(=O)NCc1cccs1)c1cccc2ccccc12 | 3
127 | NC(=NNC(=O)c1ccc(Cl)cc1)c1cnccn1 | -8
128 | COc1ccc(NC(=O)c2c(-c3c(F)cccc3Cl)noc2C)cc1[N+](=O)[O-] | 66*
129 | Cn1cc(S(=O)(=O)N2CCCN(C(=O)c3ccno3)CC2)cn1 | -8

Screens (PubChem)
